Screening results deposited in PubChem BioAssay by several laboratories.
MsrA act – activators of bovine methionine sulfoxide reductase A | purified bovine MsrA, absorbance read-out | AID 602163 | 360,000 tested, 0.3% active | activation, % at 10.6 µM; in the data active = activation above about 7.5%;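 also: 0% = vehicle and 100% = reference activator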
Neddyl block – blocks human cullin neddylation | 360,000 tested, 0.58% active | TR-FRET cullin neddylation, biochemical | calls only at 25 µM | AID 651699; in the data active = inhibition above about 36%
Rin1-Abl PPI inh – human Rin1-Abl interaction inhibition; P00519+Q13671; TR-FRET Rin1/Abl binding, biochemical; inhibition, % at 7.35 µM; 360,000 tested, 0.4% active; in the data active = inhibition above about 5%, passing the limit was not always enough
MT1-MMP act inh – blocks activation of human MT1-MMP; GFP/RFP ratio change, % at 20 µM; 360,000 tested, 0.061% active; HT1080 RFP-PRO-GFP cells, GFP/RFP ratio fluorescence, overnight; percent of plate control window, DMSO zero; P50281; AID 651647;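 active = GFP/RFP ratio change of at least 30% with cell ATP level not reduced by more than half and red fluorescence within 50% of control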; also: strong numbers were not always called active
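Material: RFP-PRO-GFP reporter HT1080 cells. Dosing: single-point 20 µM compound, 1% DMSO. Controls: DMSO and RFP-L50D-GFP cell wells. Timing: cells overnight before dosing, compound overnight, 37 °C, 5% CO2. Measure: GFP/RFP fluorescence ratio.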
SKN-1 block – C. elegans SKN-1 inhibition; 360,000 tested, 0.49% active; C. elegans VP596 Pgst-4::GFP/RFP ratio, acrylamide-induced, 24 h; AID 624304; inhibition, % at 21.8 µM;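 active = interference check ratio from 0.5 to 1.5 plus GFP to RFP signal ratio inhibition reaching or exceeding a fixed threshold, cut at about 30% in these data, passing the limit was not always enough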; also: some compounds called inactive have numbers as strong as hits
NRP1-CendR mod – modulators of CendR peptide binding to human neuropilin-1; O14786; FAM-RPARPAR peptide binding to NRP-1, fluorescence polarization; inhibition, % at 25 µM; 360,000 tested, 0.85% active; AID 602438;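 active = inhibition or corrected inhibition above about 18%, plus a signal ratio from 0.5 to 1.5, limit read from the data, passing the limit was not always enough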; also: strong numbers were not always called active
E coli Lon inh – inhibits E. coli Lon protease. P0A9M0. purified E. coli Lon protease, fluorescence polarization. inhibition, % at 7.94 µM. 360,000 tested, 0.42% active. AID 602123; in the data active = inhibition above about 13%, passing the limit was not always enough;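 also: 0% = enzyme with probe and DMSO and 100% = no enzyme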
Target sequence (P0A9M0 whole entry, looked up): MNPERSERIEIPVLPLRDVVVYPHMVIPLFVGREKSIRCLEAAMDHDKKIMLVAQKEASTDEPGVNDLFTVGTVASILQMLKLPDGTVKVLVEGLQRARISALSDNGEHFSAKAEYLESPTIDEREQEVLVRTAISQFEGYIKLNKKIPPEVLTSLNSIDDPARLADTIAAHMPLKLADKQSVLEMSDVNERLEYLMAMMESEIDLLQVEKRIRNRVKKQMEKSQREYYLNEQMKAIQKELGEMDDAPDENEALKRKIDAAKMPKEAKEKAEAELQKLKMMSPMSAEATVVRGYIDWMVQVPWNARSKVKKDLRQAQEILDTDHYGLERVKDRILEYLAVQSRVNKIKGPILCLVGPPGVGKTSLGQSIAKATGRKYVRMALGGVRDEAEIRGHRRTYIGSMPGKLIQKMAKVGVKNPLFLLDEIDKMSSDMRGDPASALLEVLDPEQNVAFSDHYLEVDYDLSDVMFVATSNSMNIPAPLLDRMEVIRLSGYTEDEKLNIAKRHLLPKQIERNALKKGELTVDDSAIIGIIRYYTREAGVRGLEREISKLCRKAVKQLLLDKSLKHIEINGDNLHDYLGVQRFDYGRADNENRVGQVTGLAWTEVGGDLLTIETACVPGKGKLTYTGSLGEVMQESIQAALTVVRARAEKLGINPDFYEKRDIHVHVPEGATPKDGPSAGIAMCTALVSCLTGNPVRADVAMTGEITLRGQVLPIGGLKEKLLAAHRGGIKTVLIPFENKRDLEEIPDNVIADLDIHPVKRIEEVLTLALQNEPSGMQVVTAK
MLLE-PAM2 inh – inhibitors of microRNA-mediated deadenylation, human PABP1 MLLE binding; P11940; AID 588489; inhibition, % at 20 µM; 360,000 tested, 0.36% active; GST-MLLE / FITC-PAM2 fluorescence polarization; in the data active = inhibition above about 35%, passing the limit was not always enough;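 also: plate controls were DMSO wells with GST-MLLE for no effect and wells lacking GST-MLLE protein for full effect; some results filed as inactive read as strong as hits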
FAS-TE inh – inhibitors of human fatty acid synthase thioesterase domain; P49327; recombinant FAS-TE, OMFH fluorogenic substrate, fluorescence endpoint; inhibition, % at 15 µM; 360,000 tested, 0.67% active;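 active = compounds whose normalised, plate-corrected inhibition of enzyme fluorescence in the single-dose primary screen is 50% or more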;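 also: 0% = DMSO with enzyme and 100% = substrate without enzyme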
* hit, by the source's call; i = inactive; . = no result given.

SMILES	MsrA act	Neddyl block	Rin1-Abl PPI inh	MT1-MMP act inh	SKN-1 block	NRP1-CendR mod	E coli Lon inh	MLLE-PAM2 inh	FAS-TE inh
CC(C)(C)c1cc[n+](-c2[nH]c(=O)sc2/C=N/NC(=O)c2ccccc2[O-])cc1	-4	i	-3	-20	-12	27*	43*	75	-10
COc1ccc(C)cc1NC(=O)c1ccc(NS(=O)(=O)c2c(C)noc2C)cc1	-1	i	4	3	8	3	6	-1	-1
CC(C)[C@H](NC(=O)OC(C)(C)C)c1cc(C(=O)N[C@@H](C)c2ccccc2)c(N)s1	.	i	.	-16	-3	-74	.	.	.
CCOC(=O)c1c(C)[nH]c(C)c1S(=O)(=O)N(C)CC(=O)N(C)Cc1ccccc1	-2	i	-2	-2	-15	6	1	6	-6
COCCNC(=O)CCn1nc(-c2ccc(Cl)cc2)ccc1=O	-1	i	-1	1	3	-1	5	-3	-9
Nc1ccc(N2CCN(C(=O)c3cccs3)CC2)cc1	2	i	-10	33*	48*	-1	-7	11	-2
Cc1ccc(OCC(COCc2ccccc2)NC(C)C)cc1 (configuration not stated)	-2	i	-2	3	7	0	4	11	2
C/C(=N\Nc1cc(Cl)nc(C)n1)c1ccccc1	-3	i	-2	21	-14	-2	-5	12	4
COc1ccc(Cl)cc1NC(=O)CN1C(=O)NC(Cc2c[nH]c3ccccc23)C1=O (configuration not stated)	-11	i	1	2	0	10	0	3	2
CC1C/C(=N/NC(=O)c2cccs2)CC(C)(C)C1 (configuration not stated)	-1	i	-3	-2	10	0	4	-2	-4
COc1ccccc1-c1cnc(C(O)c2c(C)cc(C)cc2C)[nH]1 (configuration not stated)	0	i	6	5	3	-4	-20	-2	-2
CC(Oc1ccc(Br)cc1Br)C(=O)Nc1cccnc1 (configuration not stated)	-2	i	-2	-1	5	16	-6	0	-1
C=CCN1C(=O)NC(c2ccc(OC)cc2)(C(F)(F)F)S/C1=C(\C#N)c1nnc(N2CCOCC2)n1-c1ccccc1 (configuration not stated)	0	i	-1	-3	11	-47	-9	9	8
COc1ccc(NCC(=O)n2c(C)c(C)c3ccccc32)cc1	-5	i	2	-8	-7	-14	-11	-2	15
C=CCN1C(=O)c2cccc3c(Br)ccc(c23)C1=O	-3	i	0	-1	6	-5	-8	-8	3
Cc1cc(N)c(-n2cc3c(=O)n(C)c(=O)n(C)c3c2)cc1C	-9	i	-4	-4	-1	6	3	-8	-5
CC(NC(=O)Nc1ccccc1O)(C(F)(F)F)C(F)(F)F	2	i	-1	2	-13	-24	-10	-1	-5
CCN(CC)CCN(Cc1cc2cc3c(cc2[nH]c1=O)OCO3)C(=S)NCCCN(C)C	-13	.	2	-4	-22	0	8	-29	-7
O=C(CN1c2cccc3cccc(c23)S1(=O)=O)N1CCN(c2ccccc2)CC1	-8	i	3	0	-5	-8	-6	1	0
CC1CCN(C(=S)c2cn(Cc3cccc(F)c3)c3ccccc23)CC1	-7	i	-2	-5	6	1	-2	-5	41
Cc1ccc(S(=O)(=O)CCC(=O)OCC(=O)Nc2sccc2C#N)cc1	0	i	-1	0	20	-20	-5	-23	-1
CCOC(=O)C1=C(C)NC(=O)NC1c1cc2c(cc1Br)OCO2 (configuration not stated)	1	i	-2	-1	20	17	-2	8	-5
CCOC(=O)C1(C)CCCN1C(=O)c1ccccc1OC (configuration not stated)	-5	i	1	0	-6	-13	10	-9	-7
O=C(/C=C/Nc1ccc(F)cc1Br)c1ccccc1	-7	i	-2	1	37*	8	1	1	-2
COCC1CCN(C(=O)c2cc(COc3ccc(F)cc3F)on2)C1 (configuration not stated)	-1	i	4	0	19	-2	0	-2	-4
CC(=O)C(C)Oc1ccc(Cc2ncc(C(F)(F)F)cc2Cl)cc1 (configuration not stated)	-5	i	-1	2	4	-2	-1	-8	13
COc1ccc(CC2(C)OC(c3ccc(C)c([N+](=O)[O-])c3)=NN2C(C)=O)cc1 (configuration not stated)	-3	i	-1	-4	13	7	-2	1	27
CCOC(=O)CC1C(=O)NCCN1C(=O)c1ccc(Cl)cc1 (configuration not stated)	0	i	-1	0	6	9	-6	16	-6
O=C1CCCN1CCCNC(=S)Nc1ccc(F)cc1	-9	i	-4	5	-9	-12	-3	18	-20
CN(CCNC(=O)c1c[nH]c2c1ccc1ccccc12)CCNC(=O)c1c[nH]c2c1ccc1ccccc12	-1	.	4	3	10	-13	-13	-2	15
CCC(/C=N/NC(=O)C1COc2ccccc2O1)CC (configuration not stated)	-9	i	-5	0	-5	7	3	-7	-4
CCNc1nc(Oc2ccc(=O)[nH]n2)nc(SC)n1	-4	i	-3	1	-18	-7	-3	0	-7
Oc1ccccc1/C=N/Nc1nc2ccccc2o1	-1	.	-3	-3	-10	-10	6	-14	10
CCCCn1c(N)c(N(CCC(C)C)C(=O)COC(=O)c2ccc3ccccc3c2)c(=O)[nH]c1=O	-9	i	1	-30	2	-3	-1	11	-15
Cc1ccccc1NC(=O)c1ccc(CN2CCC(Cc3ccccc3)CC2)cc1	0	i	3	1	15	4	-4	-1	2
COc1cccc(-c2nc(N)nc(SC)c2C#N)c1	-8	i	-2	0	-16	9	5	-3	0
COc1ccc(CCN2C(=O)c3cccc4cccc(c34)C2=O)cc1OC	-2	i	-1	-2	6	-8	2	-17	-1
O=C1C[C@@H]2C(=O)N(c3ccccc3)C(=O)[C@@H]2[C@@H]2CN(S(=O)(=O)c3ccccc3)[C@@H](c3ccccc3)[C@H]12	-3	i	0	3	5	13	5	-7	2
CCN(C(=O)CN(C1=NC2CS(=O)(=O)CC2S1)c1ccc(OC)cc1)c1cccc(C)c1 (configuration not stated)	-1	i	-4	1	11	9	7	11	-5
Cc1ccc(-c2nc3ccc(Cl)cc3c(=O)n2O)cc1	-13	i	0	3	-8	5	-2	-3	-5
CC(=C\C(=O)O)/C(=C\c1cccc2ccccc12)C(=O)O	-2	i	-6	-2	11	-2	2	3	-2
COc1ccc2nc(C)cc(N3CCN(c4ccccc4)CC3)c2c1	-4	i	0	1	6	14	-2	-3	7
CCc1cccc(CC)c1-n1c(SCC(=O)N2CCCc3ccccc32)nc(O)cc1=O	-2	i	1	.	4	12	-4	18	-4
CC(C)(C)c1ccc(C(=O)NCCC(=O)N2CCC3(CC2)NCCc2[nH]cnc23)cc1	-4	i	1	2	5	-2	-2	15	-4
CC(=O)NC12CC3CC(C1)CC(C(=O)OCC(=O)NC(=O)c1cccn1C)(C3)C2	0	i	1	-4	0	1	11	2	-3

Nothing new here: an excerpt of the list.
SMILES	MsrA act	Neddyl block	Rin1-Abl PPI inh	MT1-MMP act inh	SKN-1 block	NRP1-CendR mod	E coli Lon inh	MLLE-PAM2 inh	FAS-TE inh
CCC(/C=N/NC(=O)C1COc2ccccc2O1)CC (configuration not stated)	-9	i	-5	0	-5	7	3	-7	-4
CCNc1nc(Oc2ccc(=O)[nH]n2)nc(SC)n1	-4	i	-3	1	-18	-7	-3	0	-7
Oc1ccccc1/C=N/Nc1nc2ccccc2o1	-1	.	-3	-3	-10	-10	6	-14	10
CCCCn1c(N)c(N(CCC(C)C)C(=O)COC(=O)c2ccc3ccccc3c2)c(=O)[nH]c1=O	-9	i	1	-30	2	-3	-1	11	-15
Cc1ccccc1NC(=O)c1ccc(CN2CCC(Cc3ccccc3)CC2)cc1	0	i	3	1	15	4	-4	-1	2
COc1cccc(-c2nc(N)nc(SC)c2C#N)c1	-8	i	-2	0	-16	9	5	-3	0
COc1ccc(CCN2C(=O)c3cccc4cccc(c34)C2=O)cc1OC	-2	i	-1	-2	6	-8	2	-17	-1
O=C1C[C@@H]2C(=O)N(c3ccccc3)C(=O)[C@@H]2[C@@H]2CN(S(=O)(=O)c3ccccc3)[C@@H](c3ccccc3)[C@H]12	-3	i	0	3	5	13	5	-7	2
CCN(C(=O)CN(C1=NC2CS(=O)(=O)CC2S1)c1ccc(OC)cc1)c1cccc(C)c1 (configuration not stated)	-1	i	-4	1	11	9	7	11	-5
Cc1ccc(-c2nc3ccc(Cl)cc3c(=O)n2O)cc1	-13	i	0	3	-8	5	-2	-3	-5
CC(=C\C(=O)O)/C(=C\c1cccc2ccccc12)C(=O)O	-2	i	-6	-2	11	-2	2	3	-2
COc1ccc2nc(C)cc(N3CCN(c4ccccc4)CC3)c2c1	-4	i	0	1	6	14	-2	-3	7
CCc1cccc(CC)c1-n1c(SCC(=O)N2CCCc3ccccc32)nc(O)cc1=O	-2	i	1	.	4	12	-4	18	-4
CC(C)(C)c1ccc(C(=O)NCCC(=O)N2CCC3(CC2)NCCc2[nH]cnc23)cc1	-4	i	1	2	5	-2	-2	15	-4

Going on with the list:
SMILES	MsrA act	Neddyl block	Rin1-Abl PPI inh	MT1-MMP act inh	SKN-1 block	NRP1-CendR mod	E coli Lon inh	MLLE-PAM2 inh	FAS-TE inh
COCCN(CCOC)c1nc(-c2ccc([N+](=O)[O-])cc2)nc2ccccc12	-2	i	-1	2	7	-5	6	1	38
Cc1ccc(-c2nnc(SCc3ccccc3F)o2)cc1	-11	i	0	-2	-3	8	-5	-69	20
Cn1c2c(c(=O)n(C)c1=O)C(c1ccc(C(F)(F)F)cc1)CC(=O)N2 (configuration not stated)	-3	i	3	2	-1	2	-4	16	-8
Cc1cc(C)cc(OCC(=O)Nc2ccncc2)c1	-2	i	-4	-6	-7	0	-2	-2	-4
O=c1[nH]c(=O)n(Cc2ccco2)c2c1C(C(F)(F)F)(C(F)(F)F)N=C(C1CCCCC1)N2	-1	i	-4	6	5	-4	8	0	-8
COc1ccc(C(=O)OC(C)CN2CCOCC2)cc1 (configuration not stated)	-2	i	3	0	-18	3	-2	6	-5
Cc1ccc(NC(=O)CN2CCC(NC(=O)Cc3ccccc3)CC2)c(C)c1	-1	i	0	3	0	13	5	5	-4
COC(=O)c1c(C)[nH]c(C(=O)C(C)OC(=O)C2CC2C)c1C (configuration not stated)	-4	i	2	11	4	16	14	6	-4
COc1ccc(N2CCN(CCCNC(=O)c3ccc(CS(=O)(=O)c4ccc(Cl)cc4)o3)CC2)cc1	-2	i	-2	2	-7	7	5	2	-5
CCCS(=O)(=O)Nc1ccc2cn[nH]c2c1	-4	i	2	-1	-6	1	16	5	-6
O=C(c1ccc(N2CCCC2)c([N+](=O)[O-])c1)N1CCN(S(=O)(=O)c2ccccc2)CC1	-4	i	-3	1	3	-3	-6	-4	7
N#CC(C#N)=Cc1ccc(OC(=O)c2ccccn2)cc1	-4	i	0	2	3	-17	-15	-15	2
CN(Cc1ccncc1)C1CC(=O)N(c2ccc(Cl)cc2)C1=O (configuration not stated)	-5	i	0	3	-7	21	1	9	-3
COc1ccc(CCC(=O)OCC(=O)Nc2sccc2C(N)=O)cc1	-4	i	4	0	4	5	-17	0	5
CCCOc1ccc(CN2CCOCC2)cc1OC	-5	i	0	2	1	-8	3	7	-9
COc1ccc(OC(=O)c2cnc3n(c2=O)CCS3)cc1	-3	i	-1	-2	5	5	-5	12	-3
